# Screening results deposited in PubChem by The Scripps Research Institute Molecular Screening Center.
# SRC3 TRFRET art – flags TR-FRET format artefacts in PPARgamma SRC-3 recruitment agonist screen; actives 0.39% (n = 99,000); TR-FRET artefact counter-screen, PPARgamma/SRC-3 format; stronger effect = higher value; AID 1048; TR-FRET ratio at 8 µM; in the data active means TR-FRET ratio above about 2000; further: inactives centre near 1600; reference of the scale not given here
# SRC1 TRFRET art – TR-FRET artefact, counter-screen to PPARgamma/SRC-1 agonist assay; TR-FRET detection artefact counter-screen, emission ratio; stronger effect = higher value; TR-FRET ratio at 8 µM; actives 0.34% (n = 99,000); in the data active means TR-FRET ratio above about 2300; further: inactives centre near 1800; reference of the scale not given here
# * = called active by the depositor. The list is partial; count on the stated rates, not on these rows.
# Every second line gives: SRC3 TRFRET art	SRC1 TRFRET art
> COc1ccc2c(-c3ccccc3)cc(SCC(=O)NC(N)=O)nc2c1
→ 4477*	1656
> COC(=O)CCSCC(=O)N1N=C(c2ccc(OC)cc2)CC1c1cccc(OC)c1OC (stereo unspecified)
→ 1656	1830
> Cc1ccc(O)c(N=Nc2ccc(S(=O)(=O)N3CCOCC3)cc2)c1
→ 1751	1752
> COc1ccc(-c2coc3cc4oc(=O)cc(-c5ccccc5)c4cc23)cc1F
→ 1488	1640
> CC1Cc2ccccc2N1C(=O)CSc1nnnn1Cc1ccccc1 (stereo unspecified)
→ 1674	1941
> Oc1ccc(/C=N/Nc2nc(N3CCCCCC3)nc(N3CCCCCC3)n2)c(O)c1
→ 1445	1876
> CC1CCN(C(=O)CN(c2ccccc2)S(=O)(=O)N(C)C)CC1
→ 1466	1612
> O=c1[nH]c(CSc2ncccn2)nc2c1cnn2-c1ccccc1
→ 1600	2155
> Cc1cc(C)nc(SCC(=O)Nc2nc(-c3ccccc3)c(-c3ccccc3)o2)n1
→ 1514	1736
> Cc1c(C(c2ccc(N(C)C)cc2)c2c(C)n(C)n(-c3ccccc3)c2=O)c(=O)n(-c2ccccc2)n1C
→ 1729	1695
> Cc1cc(/C=N/NC(=O)C(=O)NCc2ccccn2)c(C)n1-c1ccccc1
→ 1611	1593
> S=c1[nH]nc(-c2ccccn2)n1/N=C/c1cccs1
→ 1678	1724
> CN1c2ccccc2C(=O)NC1c1ccc(Cl)cc1 (stereo unspecified)
→ 1456	1817
> Cc1ccc(NS(=O)(=O)c2ccc(/C=C/C(=O)O)cc2)cc1Cl
→ 1612	2013
> CCN(CC(=O)NCc1ccc(F)cc1)C(=O)/C=C/c1ccco1
→ 1639	2068
> CCc1cccc2c(C(=S)N3CCOCC3)c[nH]c12
→ 1530	1610
> Cc1ccccc1N1C(=O)C(Oc2ccc(Cl)cc2)C1CNCC1CCCO1 (stereo unspecified)
→ 1715	1632
> Cc1ccc(NS(=O)(=O)c2ccc(NC(=O)CN(c3cc([N+](=O)[O-])ccc3C)S(C)(=O)=O)cc2)c(C)c1
→ 1723	1925
> COc1cc(C=O)ccc1OS(=O)(=O)c1ccccc1[N+](=O)[O-]
→ 1620	1845
> c1ccc(CCNc2nc(-c3ccncc3)cs2)cc1
→ 1593	1606
> CCN(CC)S(=O)(=O)c1cc(C(=O)NCCN2CCOCC2)ccc1Cl
→ 1732	2051
> CN(C)/C=C/C(=O)c1ccccc1OCc1cnc(Cl)s1
→ 1557	1821
> COC(=O)/C=C/C(=O)Nc1ccc(O)c(Cl)c1
→ 1657	1956
> CC(=O)c1cccc(CN2CCCC(C(=O)c3ccc4c(c3)OCO4)C2)c1 (stereo unspecified)
→ 1625	1457
> Cn1c(SC(C(=O)Nc2ccc(F)cc2)c2ccccc2)nc2ccccc21 (stereo unspecified)
→ 1439	1720
> CCCCNC(=O)c1ccc(Cn2c(=S)[nH]c3c([nH]c4ccc(OC)cc43)c2=O)cc1
→ 1702	1866
> O=C(COc1ccc(Br)cc1)N/N=C1/SCC(=O)N1Cc1ccco1
→ 1727	2085
> O=C(c1cc([N+](=O)[O-])cc([N+](=O)[O-])c1)N(c1ccccn1)c1ccccn1
→ 1523	1999
> NS(=O)(=O)c1cccc(NC(=O)CN2CCc3ccccc32)c1
→ 1586	1888
> Cc1ccc(C(C)C)c(OCC(=O)N/N=C/C2CCCCC2)c1
→ 1702	1906

# Compound profiles, from the list above. Values in the order: SRC3 TRFRET art	SRC1 TRFRET art
# COc1ccc2c(-c3ccccc3)cc(SCC(=O)NC(N)=O)nc2c1 is listed with 4477*	1656
# Cc1ccc(C(C)C)c(OCC(=O)N/N=C/C2CCCCC2)c1 is listed with 1702	1906
# Cc1c(C(c2ccc(N(C)C)cc2)c2c(C)n(C)n(-c3ccccc3)c2=O)c(=O)n(-c2ccccc2)n1C is listed with 1729	1695
# Cc1ccccc1N1C(=O)C(Oc2ccc(Cl)cc2)C1CNCC1CCCO1 (stereo unspecified) is listed with 1715	1632
# CCN(CC)S(=O)(=O)c1cc(C(=O)NCCN2CCOCC2)ccc1Cl is listed with 1732	2051

# (list continues)
# Every second line gives: SRC3 TRFRET art	SRC1 TRFRET art
> O=C(CNCc1ccco1)Nc1ccc(Oc2ccccc2)cc1
→ 1843	1840
> CCC[n+]1c(C)sc2c3c(ccc21)CCCC3
→ 1607	1794
> CC1=CCCC(C)(C)C1/C=C/C(C)=N/NC(=O)c1ccncc1 (stereo unspecified)
→ 1510	1799
> COc1ccc(NS(=O)(=O)c2cc(NC(=O)CNC(=O)c3ccc(C)s3)ccc2Cl)cc1
→ 1642	1742
> Cc1ccc(S(=O)(=O)N/N=C/c2cccc(OC3CSC3)c2)cc1
→ 1594	1851
> CC(=O)Nc1ccc(S(=O)(=O)N(Cc2ccco2)CC2CCCO2)cc1 (stereo unspecified)
→ 1622	1761
> COc1cc(/C=N/NC(=O)Cc2csc(C)n2)ccc1OCC(C)C
→ 1573	1872
> CCOc1ccc(/C=N/NC(=O)CC(=O)Nc2ccc(Cl)c(Cl)c2)cc1
→ 1620	1395
> COC(=O)N/N=C/c1cccs1
→ 1616	1765
> Cc1nonc1C(=O)N/N=C/c1cccc(O)c1
→ 1730	1751
> Cc1ccc(Cn2ccc(NC(=O)c3cc(CC(C)C)on3)n2)cc1
→ 1435	1637
> O=C(OCC(=O)N1CCOCC1)c1ccccc1Cc1ccccc1
→ 1738	1581
> COc1ccc(Cl)cc1C(=O)Nc1ccc(CN2CCCCC2)cc1
→ 1537	1576
> O=C(CNS(=O)(=O)c1ccccc1)N/N=C/c1ccc(O)cc1
→ 1525	1622
> Cc1[nH]c2ccccc2c1Cc1nnc(SCC(N)=O)o1
→ 1328	1538
> CC(C)c1ccc(/C=N/NC(=O)CC(=O)NCc2ccccc2)cc1
→ 1725	1886
> Cc1cccc(C)c1NC(=S)NC(=O)c1ccc(Br)o1
→ 1431	1856
> COc1ccc(/C=N/NC(=S)Nc2ccccc2)cc1COc1ccc(F)cc1F
→ 1748	2063
> CC(C)=CCN1CCN(Cc2cnc(C)s2)CC1CCO (stereo unspecified)
→ 1666	1827
> O=C(COc1ccccc1)NCCSCc1ccc(Cl)cc1
→ 1719	1678
> CCN1C(=C(C#N)C#N)C=Cc2cc(C)ccc21
→ 1713	1726
> C[C@@H]1NC(=O)[C@H](CCCN=C(N)N)NC(=O)c2cc([N+](=O)[O-])cc(I)c2NCCC[C@@H](C(N)=O)NC1=O
→ 1606	2061
> CN1C(=O)/C(=C/c2ccccc2OCc2ccc(C(=O)O)cc2)NC1=S
→ 1595	1865
> COC(=O)CN(c1ccc(OC)cc1OC)S(=O)(=O)c1ccccc1[N+](=O)[O-]
→ 1400	1687
> COC(=O)CCCCC1SCC(NC(=O)c2ccccc2)C1OC(C)=O (stereo unspecified)
→ 1711	1413
> O=C(COC(=O)c1cncc(Br)c1)NC1CCCC1
→ 1366	1571
> Cc1ccc(C2C3CSCC=C3C(C#N)=C(N)C2(C#N)C#N)cc1 (stereo unspecified)
→ 1519	1832
> Cc1nc(N2CCC(C)CC2)c2c(C)c(C(=O)Nc3cccc(C(F)(F)F)c3)sc2n1
→ 1478	1814
> Cc1ccc(NC(=O)COC(=O)C2CC2)c(Br)c1
→ 1648	1837
> O=C1c2cccnc2C(Nc2cccc(F)c2)N1Cc1ccco1 (stereo unspecified)
→ 1550	1927
> CC(C)CC(=O)NC(=S)Nc1ccccc1C(F)(F)F
→ 1366	1644
> Cc1cc(NC(=O)CCC(=O)N(Cc2cccs2)C(C(=O)NC2CCCC2)c2ccncc2)no1 (stereo unspecified)
→ 1604	1900
> O=C(COC(=O)COc1ccc(Cl)cc1Br)NCc1cccs1
→ 1482	1769
> CCOc1ccc(C2CC(c3cccc(OC)c3OC)n3nnnc3N2)cc1Cl (stereo unspecified)
→ 1322	1833
> O=C1N=C(N2CCc3ccccc3C2)S/C1=C\c1cccc(O)c1
→ 1709	1627
> COc1ccc(-c2csc3ncnc(Oc4ccc5c(C)cc(=O)oc5c4)c23)cc1
→ 1451	1702
> O=C(/C=C/c1cccc([N+](=O)[O-])c1)NCCSCc1c(Cl)cccc1Cl
→ 1503	1922
> COc1ccccc1NC(=O)CCC(=O)OCc1ccc(Br)cc1
→ 1576	1926
> CN[C@H]1CC[C@@H](c2ccc(Cl)c(Cl)c2)c2ccccc21
→ 1565	1848
> Cc1nc2c(-c3ccccc3)c(C)nn2c(C)c1CCC(=O)NCc1ccco1
→ 1420	1742
> CC1=C/C(=N\NC(=O)c2cccs2)CC(C)(C)C1
→ 1537	1638
> CCn1c2ccccc2c2nnc(SCC(=O)NCc3cccs3)nc21
→ 1709	1962
> Cc1ccc(OCC(=O)NC(C)c2ccccc2)c([N+](=O)[O-])n1 (stereo unspecified)
→ 1643	2086
> CC(C)(C)C1CCC(C(=O)OCC(=O)N2CCOCC2)CC1 (stereo unspecified)
→ 1868	1915
> COc1ccc(CCNC(=O)CSc2nc3[nH]ncc3c(=O)n2-c2ccc(Cl)cc2Cl)cc1OC
→ 1395	1591
> Cc1cc(C(=O)COC(=O)c2ccc3c(c2)NC(=O)CS3)c(C)n1CC1CCCO1 (stereo unspecified)
→ 1748	1745
> COC(=O)c1ccc(NN=Nc2ccc(C)cc2)cc1
→ 1914	1897
> O=S(=O)(NCCc1ccccc1)c1ccc(Cl)nc1
→ 1638	1701
> COc1cccc(N2C(=O)CC(N3CCN(CCN=CC4=C(O)CC(C)(C)CC4=O)CC3)C2=O)c1 (stereo unspecified)
→ 1464	1711
> Cc1nnc(SCC(=O)NNC(=O)CC#N)[nH]c1=O
→ 1493	1579

# Continuation.
# Every second line gives: SRC3 TRFRET art	SRC1 TRFRET art
> CCOc1ccccc1NC(=O)C(C)CC (stereo unspecified)
→ 1504	1795
> COC(=O)c1ccc(/C=C(\C#N)c2ccccn2)cc1
→ 1376	1725
> O=C(CSc1ccc(-c2cccnc2)nn1)N1CCCc2ccccc21
→ 1733	1850
> Clc1ccc(OCc2nnc(SCCN3CCCCC3)n2Cc2ccco2)cc1
→ 1486	1805
> COc1ccc(C2C(C(=O)N3CCN(C)CC3)c3cc(OC)c(OC)cc3C(=O)N2C)cc1 (stereo unspecified)
→ 1525	1714
> COc1ccc(/C=N/NC(=O)c2ccc(CN3C(=O)c4cccc5cccc3c45)cc2)cc1O
→ 1552	2078
> Cc1nn(CC2CC2)c(=O)n1-c1ccc(Oc2ccccc2)cc1
→ 1578	1903
> COc1cccc(C(=O)COc2ccc3ccc(=O)oc3c2)c1
→ 1621	1823
> O=C(c1cc(Sc2cccc(Cl)c2)nc2ccccc12)N1CCN(c2ccccn2)CC1
→ 1712	1747
> COC(=O)N/N=C/c1cc(Cl)cc(Cl)c1OCc1ccccc1F
→ 1465	1546
> CCN(CC)C(=O)N1CCN(Cc2ccc3c(c2)OCO3)CC1
→ 1499	1981
> COc1ccc(CCN=C(N)NS(=O)(=O)c2ccc3ccccc3c2)cc1
→ 1545	1794
> Cc1ccc(CN2CCN(Cc3cn[nH]c3C3CCCCC3)CC2CCO)cc1 (stereo unspecified)
→ 1341	1728
> CCCn1c(SCC(=O)NC(=O)NC(C)(C)C)n[nH]c1=O
→ 1357	1788
> COc1ccc(-n2c(C)cc(C(=O)CSc3nnc(-c4cccs4)o3)c2C)cc1
→ 1896	2273
> O=C(COC(=O)CCCN1C(=O)c2cccc3cccc(c23)C1=O)Nc1ccc(Cl)cc1
→ 1624	1976
> CCn1cc(CNC(=O)c2cc(COc3ccc(F)cc3F)on2)cn1
→ 1559	1649
> Cc1ccc(N(C(=O)NC2CCCCC2)C2=NCCCCC2)cc1
→ 1690	1768
> CCN1/C(=C/c2cc[n+](CCCS(=O)(=O)[O-])c3ccccc23)Sc2ccccc21
→ 1769	1959
> COC(=O)c1ccccc1NC(=O)N1CCN(c2ccc(F)cc2)CC1
→ 1479	1615
> COc1ccc(C2=NN(C(=O)CSC3=NN4CCCC(=O)N=C4S3)C(c3cccc(OC)c3OC)C2)cc1 (stereo unspecified)
→ 1668	1985
> Cc1nn(C)cc1-c1csc(N)n1
→ 1609	1929
> COC(=O)c1ccc(CNC(=O)c2c3c(nc4ccccc24)CCN(Cc2ccccc2)C3)cc1
→ 1617	2011
> CCc1nc2sc3c(=O)n(N)cnc3c2c2c1COC(C)(C)C2
→ 1264	1710
> CCO[C@H]1OC(C(=O)N2CCN(Cc3ccc4c(c3)OCO4)CC2)=C[C@@H](c2ccc(C(F)(F)F)cc2)[C@@H]1CCCO
→ 1580	1929
> CCOC(=O)C1(Cc2cccc(F)c2)CCN(C(=O)C2CCCO2)CC1 (stereo unspecified)
→ 1593	1737
> O=C(CSc1ccc2ccccc2c1)NC1CCCc2ccccc21 (stereo unspecified)
→ 1671	1880
> Cc1nccn1CCCNC(=O)CC1C(=O)NCCN1Cc1ccc(Cl)c(F)c1 (stereo unspecified)
→ 1383	1667
> CCC(=O)Nc1ccc(C(=O)CSc2nnc(-c3ccccc3F)n2C2CC2)cc1
→ 1456	1521
> CC(=O)CCc1c(C)c2cccc(C)c2[nH]c1=O
→ 1711	1729
> NC(=O)C1(N2CCCCC2)CCN(C(=S)NCCc2ccccc2)CC1
→ 1675	1783
> O=C(CN1C(=O)/C(=C\c2cccc(Cl)c2)Oc2ccccc21)N1CCN(c2ccccn2)CC1
→ 1478	1725
> COc1ccc(NC(=O)[C@@H](NC(=O)c2ccccc2)C(C)C)cc1S(=O)(=O)N1CCCCC1
→ 1454	1829
> O=C(COC(=O)COc1ccccc1)Nc1cccc([N+](=O)[O-])c1
→ 1763	1923
> COc1ccc(OC)c(-c2nc(CN(C)C(C)c3ccncn3)c(C)o2)c1 (stereo unspecified)
→ 1552	1612
> O=[N+]([O-])c1cc(-c2ncccn2)c([N+](=O)[O-])s1
→ 1672	1955
> COC(=O)Cn1c(C(=O)N2CCCC2)cc2c1C[C@H]1CN(C(=O)c3ccccc3)[C@@](Cc3ccc(F)cc3)(C(=O)OC)[C@@H]21
→ 1690	1856
> CCO[C@H]1OC(C(=O)Nc2ccccc2)=C[C@@H](c2csc3ccccc23)[C@@H]1CCCO
→ 1699	1871
> Cc1ccc(C)c(NC(=O)CCCCCCCCCCC2COCCO2)c1 (stereo unspecified)
→ 1596	2076
